Bioassay records: PubChem, Southern Research Specialized Biocontainment Screening Center
influenza NS1A: H1N1 influenza NS1A inhibitors, functional cell based assay (AID 504329). NS1A functional cell-based assay, percent inhibition; higher % means a stronger effect. one-dose inhibition, % at 12.5 µM; IC50 in µM for titrated hits. 0.3% of 340,000 active; in the data active = a potency from the dose series; inconclusive = inhibition above about 27% without an active follow-up result; note: strong numbers were not always called active
inhibitors of VEEV: inhibitors of VEEV TC-83 cytopathic effect, confirmation, Vero cells (AID 588727); Vero cells, VEEV TC-83 cytopathic effect inhibition; higher % means a stronger effect; inhibition, % at 20 µM; hits with a dose series show IC50 in µM; 0.13% of 350,000 active; in the data active = a potency from the dose series; inconclusive = inhibition mostly from about 14% at the one dose, without a potency; inactive = the rest, 99 in 100 with inhibition below about 12%; note: strong numbers were not always called active
PhoP GFP inhibition: PhoP regulon inhibitors, Salmonella typhi PhoP promoter GFP reporter, confirmatory (AID 1850); 0.33% of 310,000 active; Salmonella Typhi PhoP-promoter GFP reporter, fluorescence, 4 h; higher % means a stronger effect; inhibition, % at 50 µM, or IC50 in µM where a hit was titrated; in the data active = a potency from the dose series; inconclusive = inhibition mostly from about 25% at the one dose, without a potency; inactive = the rest, 99 in 100 with inhibition below about 19%;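 note: 0% = induced wells with vehicle and 100% = uninduced wells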
M. tuberculosis: growth inhibition of non-replicating M. tuberculosis (AID 488890); Mycobacterium tuberculosis non-replicating, growth inhibition; higher % means a stronger effect; inhibition, % at 25 µM; hits with a dose series show IC50 in µM; 0.39% of 320,000 active; in the data active = a potency from the dose series; inconclusive = inhibition mostly from about 82% at the one dose, without a potency; inactive = the rest, 99 in 100 with inhibition below about 76%;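 note: plate controls were DMSO cells for no effect and high antibiotic wells for full effect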
M. tuberculosis HTS: M. tuberculosis growth inhibition, HTS (AID 449762). M. tuberculosis H37Rv growth inhibition, 7H9 media; higher % means a stronger effect. one-dose inhibition, % at 25 µM; IC50 in µM for titrated hits. 0.59% of 330,000 active; in the data active = a potency from the dose series; inconclusive = inhibition above about 70% without an active follow-up result;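 note: bacterial growth assessed after seven days of incubation; strong numbers were not always called active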
inhibitors of VEEV 10K pilot screen: further read-out of inhibitors of VEEV, marked with its call; inhibition, %; measured here: 10K pilot screen inhibition
Numbers without * were called inactive; i = inactive; ? = inconclusive; / = no result given. Compounds as they come; 1.4% or so of the library scored in one or more.

SMILES	influenza NS1A	inhibitors of VEEV	PhoP GFP inhibition	M. tuberculosis	M. tuberculosis HTS	others
COc1ccc(C)cc1N(C(=O)Cn1nnc(-c2ccc(C)o2)n1)C(C(=O)NC1CCCC1)c1ccncc1 (configuration not stated)	-11%	0.7%	-2%	1%	-5%
COc1ccc(Cl)cc1C(=O)NNC(=O)COC(=O)CC(NC(C)=O)c1ccccc1 (configuration not stated)	-1%	1.3%	13%	0%	0%
CCCCn1c(N)c(-c2nc3ccccc3o2)c2c([N+](=O)[O-])nn(CC)c(=O)c21	0%	0.6%	-7%	104%	8%
CCOc1ccc(-n2cc(C(=O)Nc3cccc(C)n3)c3cc(OC)c(OC)cc3c2=O)cc1	-10%	8.7%	3%	3%	-1%
CCCSC1=C(C#N)C(c2ccc(OC)cc2)C2=C(CC(C)(C)CC2=O)N1 (configuration not stated)	18%	i	22%	19%	5%
C=CCNc1nnc(SCC(=O)N2CCC(C(N)=O)CC2)s1	-12%	1.5%	5%	-5%	14%
O=C(NCC1CCCO1)C1c2ccccc2C(=O)N1C1CCCCCC1 (configuration not stated)	-8%	i	3%	3%	-7%
CCc1nc(C)cn1S(=O)(=O)c1cc(Cl)c(OC)cc1Cl	-2%	1.0%	-7%	-3%	-7%
NS(=O)(=O)c1ccc(N/N=C/c2cn(-c3ccccc3)nc2-c2ccccc2)c([N+](=O)[O-])c1	-18%	?	-2%	-4%	-7%
COc1cccc2c1OCC1COc3c(c(=O)n(C)c(=O)n3C)C21 (configuration not stated)	-21%	0.4%	-6%	-4%	3%
CN(C(=O)CC1C(=O)NCCN1CC(c1ccccc1)c1ccccc1)C(C1CC1)C1CC1 (configuration not stated)	-7%	1.1%	6%	46%	1%
CCN(CC)S(=O)(=O)c1cccc(NC(=O)c2cc3ccccc3o2)c1	6%	4.2%	0%	19%	7%
CC(=O)Nc1ccc(C(=O)NCC(=O)OCc2ccccc2F)cc1	0%	i	21%	4%	0%
Cc1ccc(CN(Cc2ccccn2)C(=O)Nc2ccc(C)c(C)c2)cc1	-14%	2.2%	-2%	16%	10%
CCOC(=O)CSc1nc2ccccc2n2c(C)nnc12	-7%	1.8%	-5%	-16%	-7%
CC1CCN(C(=O)COC(=O)c2ccccc2C(=O)c2ccccc2)CC1	1%	0.1%	/	25%	4%
COc1ccccc1Nc1nc(C)cc(C)n1	6%	i	4%	-10%	4%
Cc1nc(SCC(=O)N(C)C2CCCCC2)[nH]c(=O)c1Cc1ccccc1	-17%	i	-7%	29%	1%
COc1ccc(-n2c(C)cc(-c3csc(N)n3)c2C)cc1	1%	0.5%	-6%	45%	32%
O=[N+]([O-])c1ccc(Cl)cc1Sc1ccccn1	-3%	i	-9%	14%	4%
O=C(Nc1cccc(S(=O)(=O)N2CCCCC2)c1)c1ccco1	0%	7.5%	/	0%	2%
Cc1nn(CC(=O)N2CCOCC2)c(=O)c2ccccc12	2%	0.8%	7%	-8%	-7%	inhibitors of VEEV 10K pilot screen=1.3
O=C(c1ccc(-n2cccn2)cc1)N1CCc2c([nH]c3ccccc23)C1c1ccccn1 (configuration not stated)	-3%	12%	8%	12%	13%
CC1CN(S(=O)(=O)c2cccc(C(=O)Nc3ccc(S(=O)(=O)NC4=NCCCCC4)cc3)c2)CC(C)O1 (configuration not stated)	2%	0.1%	0%	9%	4%
CC(=O)C[C@H](O)CC(=O)[C@@H]1OC(=O)[C@H](C)C/C=C\Cc2ccccc21	-23%	i	/	-11%	6%
c1ccc(COc2cccc(CNCc3cccs3)c2)cc1	-4%	0.5%	-12%	63%	12%
CCN(CC)c1nc(=S)nc(NC(C)(C)C)[nH]1	-10%	0.3%	4%	3%	-7%
CC1=C(C(=O)OC2CCCCC2)C(c2cccs2)n2c(nc3ccccc32)N1 (configuration not stated)	-7%	0.6%	3%	-1%	11%
Cc1ccc(C)c(N2CCN(c3ccncc3N)CC2)c1	1%	0.8%	-3%	50%	?
O=C(CC1SCCNC1=O)Nc1ccc(Cl)cc1 (configuration not stated)	-4%	0.7%	8%	7%	-9%
CCOc1ccc(C(=O)N(C)C2CCS(=O)(=O)C2)cc1 (configuration not stated)	0%	2.9%	7%	-11%	0%
Cc1cc(NC(=O)CCC(=O)N(Cc2ccccc2)C(C(=O)NC2CCCC2)c2ccco2)no1 (configuration not stated)	2%	i	5%	5%	1%
CCOc1ccc(NC(=O)CN(C)C(=O)c2ccc(COc3ccccc3)o2)cc1OCC	-11%	1.4%	-2%	-8%	-1%
Cc1ccc(/C=C2/Sc3ccc(C(=O)NCCN4CCOCC4)cc3NC2=O)cc1	-3%	1.4%	-8%	29%	-2%
Cc1cc(C(=O)NC2CCCN(Cc3ccc(Cl)cc3)C2)no1 (configuration not stated)	-9%	7.7%	-3%	51%	20%
O=C1CC(c2ccc3c(c2)OCO3)c2cc3c(cc2N1)OCCO3 (configuration not stated)	3%	5.1%	2%	1%	0%
CCOC(=O)c1cc2c(=O)n3ccccc3nc2n(CCCOC)c1=NC(C)=O	9%	2.6%	-2%	0%	-4%	inhibitors of VEEV 10K pilot screen=0.9
Cc1ccccc1SCC(=O)OCC(=O)N(C)c1c(N)n(Cc2ccccc2)c(=O)[nH]c1=O	7%	i	4%	10%	0%
CSc1ccc(CNCCCN(C)C)cc1	-5%	1.3%	-6%	-2%	-4%
Cn1c(=O)c2c(SCc3cccnc3)nc(C3CC3)nc2n(C)c1=O	29%	4.5%	2%	0%	-9%	inhibitors of VEEV 10K pilot screen=2.3
O=C(c1ccc(CS(=O)(=O)c2ccccc2)o1)N1CCC2(CC1)OCCO2	-24%	i	6%	-10%	-2%
O=C(NC1CCN(C(=O)Nc2cccc(Cl)c2)CC1)c1ccccc1	-5%	1.6%	2%	-11%	2%
O=C(Nc1ccccc1C(=O)O)c1ccccc1	-7%	0.3%	-18%	16%	14%
CCOC(=O)C1=C(N)n2c(s/c(=C\c3ccncc3)c2=O)=C(C(=O)OCC)C1c1ccncc1 (configuration not stated)	/	8.9%	5%	-18%	-7%
S=C(Nc1ccccc1)Nc1ccc2ccccc2c1	2%	3.4%	/	/	/
CCC(C(=O)O/N=C(\N)c1ccccc1)c1ccccc1 (configuration not stated)	2%	0.7%	0%	5%	-5%
Cc1ccc(O)c(CNc2cccc(C)n2)c1	-3%	0.6%	/	/	/
CC(C)(C)NC(=O)CN(C(=O)CS(=O)CC(=O)Nc1ccc(F)cc1)c1ccc2c(c1)OCCO2 (configuration not stated)	-3%	1.7%	-1%	-1%	2%
Cc1cc(C(=O)Nc2c(F)c(F)c(F)c(F)c2F)n(-c2ccccc2)n1	3%	i	-9%	7%	3%
CCOc1ccccc1C(=O)N[C@H](C(=O)Nc1ccc(OC)c(S(=O)(=O)N2CCOCC2)c1)C(C)C	-3%	5.7%	-2%	22%	6%

(more compounds)
SMILES	influenza NS1A	inhibitors of VEEV	PhoP GFP inhibition	M. tuberculosis	M. tuberculosis HTS	others
Cc1ccc(NC(=O)CCC(=O)c2cccs2)c(Br)c1	-7%	1.9%	-11%	12%	-4%
CC(=O)N1c2ccc(S(=O)(=O)NCC3CCC(C(=O)Nc4ccc(C)cn4)CC3)cc2CC1C (configuration not stated)	8%	3.6%	-1%	9%	-15%
CCCOc1ccc(N2CC(C(=O)Nc3ccc(N4CCOCC4)cc3)CC2=O)cc1 (configuration not stated)	-1%	1.1%	-4%	2%	-1%
O=C(CSc1n[nH]c(=O)n1Cc1ccccc1)Nc1ccc(N2CCOCC2)cc1	-11%	3.0%	/	/	/
CCOC(=O)N1CCN(C(=O)CCCCCn2c(=S)[nH]c3cc4c(cc3c2=O)OCO4)CC1	8%	1.7%	-1%	-11%	-4%
Cc1cccc(-c2nc(C#N)c(NCc3ccco3)o2)c1	-10%	1.7%	-4%	13%	11%
COc1cc(N=CC2=C(O)c3ccccc3C2=O)cc(OC)c1	3%	4.8%	-4%	-2%	-8%
CC(CCc1ccccc1)NCc1ccc(Cl)cc1Cl (configuration not stated)	-2%	?	2%	63%	-6%
Cc1cccc(NCc2nc(-c3ccccc3)no2)c1	-4%	4.0%	-2%	58%	22%
O=C(COC(=O)/C=C/c1ccc2c(c1)OCO2)NC1CCS(=O)(=O)C1 (configuration not stated)	-11%	0.7%	-1%	7%	8%

The last six entries of the part above are carried over, then new ones follow.
SMILES	influenza NS1A	inhibitors of VEEV	PhoP GFP inhibition	M. tuberculosis	M. tuberculosis HTS	others
CCOC(=O)N1CCN(C(=O)CCCCCn2c(=S)[nH]c3cc4c(cc3c2=O)OCO4)CC1	8%	1.7%	-1%	-11%	-4%
Cc1cccc(-c2nc(C#N)c(NCc3ccco3)o2)c1	-10%	1.7%	-4%	13%	11%
COc1cc(N=CC2=C(O)c3ccccc3C2=O)cc(OC)c1	3%	4.8%	-4%	-2%	-8%
CC(CCc1ccccc1)NCc1ccc(Cl)cc1Cl (configuration not stated)	-2%	?	2%	63%	-6%
Cc1cccc(NCc2nc(-c3ccccc3)no2)c1	-4%	4.0%	-2%	58%	22%
O=C(COC(=O)/C=C/c1ccc2c(c1)OCO2)NC1CCS(=O)(=O)C1 (configuration not stated)	-11%	0.7%	-1%	7%	8%
CCOC(=O)C1=NOC2COC3(CCN(c4ncccn4)CC3)OCC12 (configuration not stated)	1%	0.8%	3%	-3%	17%	inhibitors of VEEV 10K pilot screen=1.1
CN(CC(=O)Nc1ccccc1Br)CC(=O)NC(c1ccccc1)c1ccccc1	0%	6.1%	/	/	/
COc1ccccc1N1CCN(C(=O)c2ccccc2SCC(=O)N2CCCC2)CC1	2%	1.1%	/	/	/
COc1cc(/C=C/C(=O)OCC(=O)N2CC3(C)CC2CC(C)(C)C3)ccc1O (configuration not stated)	-3%	8.5%	-5%	20%	18%
O=C(CN1CCc2ccccc2C1)Nc1cc(S(=O)(=O)N2CCOCC2)ccc1N1CCCC1	9%	i	3%	4%	-5%
COc1ccc(Cl)cc1NC(=O)CN(C)C(=O)Cn1[nH]c(=O)c2ccccc2c1=O	-3%	7.8%	/	8%	-5%
CCSc1nnc(NC(=O)C2CC(=O)N(Cc3ccccc3)C2)s1 (configuration not stated)	0%	1.0%	22%	1%	-6%
CCOc1ccc(C(=O)NNC(=O)CCNC(=O)c2ccco2)cc1OC	-12%	1.0%	0%	-8%	-2%
CC(C)CNS(=O)(=O)c1ccc(CCC(=O)NCC2CCCO2)cc1 (configuration not stated)	-2%	5.4%	-5%	10%	3%
CSc1nc(/C=C2\C=Nc3ccccc32)c(O)n1C	0%	8.4%	-7%	54%	4%

Among those listed so far, three have fluorine.
SMILES	influenza NS1A	inhibitors of VEEV	PhoP GFP inhibition	M. tuberculosis	M. tuberculosis HTS	others
CC(=O)Nc1ccc(C(=O)NCC(=O)OCc2ccccc2F)cc1	0%	i	21%	4%	0%
CC(C)(C)NC(=O)CN(C(=O)CS(=O)CC(=O)Nc1ccc(F)cc1)c1ccc2c(c1)OCCO2 (configuration not stated)	-3%	1.7%	-1%	-1%	2%
Cc1cc(C(=O)Nc2c(F)c(F)c(F)c(F)c2F)n(-c2ccccc2)n1	3%	i	-9%	7%	3%

Further results.
SMILES	influenza NS1A	inhibitors of VEEV	PhoP GFP inhibition	M. tuberculosis	M. tuberculosis HTS	others
CN(CC(=O)Nc1c(Cl)cccc1Cl)C(=O)CNC(=O)c1ccc2ccccc2c1	-7%	7.9%	-4%	2%	3%
O=C1Nc2ccccc2C12OCC(COc1ccc(Cl)cc1)O2 (configuration not stated)	4%	6.8%	17%	8%	2%
CCOC(=O)C1=C(CNC2CCCCC2)NC(=O)NC1c1cc(C)ccc1C (configuration not stated)	11%	2.4%	8%	37%	9%
Cc1occc1C(=O)N/N=C/c1cccnc1	-3%	1.0%	-7%	-4%	-1%
CCOc1cc(-c2cn(S(=O)(=O)c3cccc4nsnc34)nc2N)cc(OCC)c1OCC	7%	3.7%	4%	6%	7%
COc1cccc(C2CC3C(=O)C=CC2N3Cc2ccccc2)c1 (configuration not stated)	-1%	0.6%	-1%	25%	7%
CCOC(=O)N1CCN(Cc2nnc(-c3cccc(Br)c3)o2)CC1	0%	0.3%	0%	40%	-2%
CCn1nnc(NC(=O)c2ccco2)n1	-6%	0.4%	10%	-4%	2%
O=C(COC(=O)C1CC(O)CN1C(=O)Oc1ccccc1)c1ccc(Br)cc1 (configuration not stated)	0%	i	-5%	18%	-19%
COc1cccc(C(=O)NC(Cc2ccccc2)c2ccc3c(c2)OCCCO3)c1 (configuration not stated)	-2%	i	-2%	21%	-2%
COc1ccc(S(=O)(=O)N2CCOC23CCN(S(C)(=O)=O)CC3)cc1	-20%	1.3%	7%	-6%	-4%
O=C(NCc1cccnc1)C1CCN(S(=O)(=O)c2cc(Cl)ccc2Cl)CC1	-1%	2.9%	11%	-8%	0%
